SSB-PriA inh: inhibitors of Klebsiella pneumoniae PriA binding to SSB C-terminal tail; AlphaScreen SSBct-PriA binding, biotinylated peptide; inhibition, % at 33 µM; 0.6% of 430,000 active; AID 1272365; in the data active = inhibition mostly above about 37%, no sharp cut-off; inactive = mostly below about 20%;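 also: plate controls were negative control peptide for no effect and reference peptide for full effect; strong numbers were not always called active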
Starred values were filed as active, the others as inactive; & = joins results of further samples. A portion of the library, so the mix of outcomes need not match the whole.

The first 17 records (preview)
SMILES	SSB-PriA inh
O=C(NCc1ccc(F)cc1F)c1c(O)c2cccnc2n(-c2ccccc2)c1=O	-8
Cc1ccc2nc(-n3nc(C)cc3C)sc2c1	-11
O=C(Cc1csc2nc(-c3ccccc3)cn12)Nc1ccccc1Cl	15
COc1ccc(N2CCN(CCNC(=O)C(=O)Nc3ccc(C)c(Cl)c3)CC2)cc1	-15
Cc1cccc(CSC2=NCCN2C(=O)COc2ccc3ccccc3c2)c1	7
Cc1ccccc1C(=O)N1CCN(c2ccc3nnc(-c4ccco4)n3n2)CC1	-2
COc1ccc(-c2ccc(=O)n(Cc3nc(-c4ccccc4C)no3)n2)cc1OC	-6
CN(C)c1cc(N2CCN(C(=O)COc3ccccc3)CC2)cnn1	-6
O=C(Nc1cc2ccccc2cc1NC(=O)c1ccc(N2C(=O)CCC2=O)cc1)c1ccc(N2C(=O)CCC2=O)cc1	0
Cc1ccc2nc(N(CCCN3CCOCC3)C(=O)c3cc(C)on3)sc2c1	-8
CCOC(=O)c1ccc(NC(=O)CC2SC(=Nc3cccc(C(F)(F)F)c3)NC2=O)cc1 (stereo unspecified)	-19
Cc1occc1C(=O)NN=Cc1sc(N2CCOCC2)nc1-c1ccccc1	-18
O=C(COc1ccc(Cl)cc1Cl)NCCCCN1CCO[C@H](c2ccccc2)C1	-5
O=C(Cc1ccc([N+](=O)[O-])cc1)NCCOc1cccc(C(F)(F)F)c1	3
C[C@H]1CN(C)CCN1CC1CCN(C(=O)c2ccc(C#N)cc2)CC1	-4
CC(C)(C)NC(=O)N1CCC2(CC1)CC(=O)c1ccccc1O2	-7
O=C(Nc1nc2c(s1)C(=O)NCCC2)c1csc(-c2ccccc2)n1	5

Results, from the first entry:
SMILES	SSB-PriA inh
O=C(NCc1ccc(F)cc1F)c1c(O)c2cccnc2n(-c2ccccc2)c1=O	-8
Cc1ccc2nc(-n3nc(C)cc3C)sc2c1	-11
O=C(Cc1csc2nc(-c3ccccc3)cn12)Nc1ccccc1Cl	15
COc1ccc(N2CCN(CCNC(=O)C(=O)Nc3ccc(C)c(Cl)c3)CC2)cc1	-15
Cc1cccc(CSC2=NCCN2C(=O)COc2ccc3ccccc3c2)c1	7
Cc1ccccc1C(=O)N1CCN(c2ccc3nnc(-c4ccco4)n3n2)CC1	-2
COc1ccc(-c2ccc(=O)n(Cc3nc(-c4ccccc4C)no3)n2)cc1OC	-6
CN(C)c1cc(N2CCN(C(=O)COc3ccccc3)CC2)cnn1	-6
O=C(Nc1cc2ccccc2cc1NC(=O)c1ccc(N2C(=O)CCC2=O)cc1)c1ccc(N2C(=O)CCC2=O)cc1	0
Cc1ccc2nc(N(CCCN3CCOCC3)C(=O)c3cc(C)on3)sc2c1	-8
CCOC(=O)c1ccc(NC(=O)CC2SC(=Nc3cccc(C(F)(F)F)c3)NC2=O)cc1 (stereo unspecified)	-19
Cc1occc1C(=O)NN=Cc1sc(N2CCOCC2)nc1-c1ccccc1	-18
O=C(COc1ccc(Cl)cc1Cl)NCCCCN1CCO[C@H](c2ccccc2)C1	-5
O=C(Cc1ccc([N+](=O)[O-])cc1)NCCOc1cccc(C(F)(F)F)c1	3
C[C@H]1CN(C)CCN1CC1CCN(C(=O)c2ccc(C#N)cc2)CC1	-4
CC(C)(C)NC(=O)N1CCC2(CC1)CC(=O)c1ccccc1O2	-7
O=C(Nc1nc2c(s1)C(=O)NCCC2)c1csc(-c2ccccc2)n1	5
CN(C)c1cccc(C(=O)NC[C@]2(O)CCOc3ccccc32)c1	-3
O=C(CCn1cnc2c(cnn2-c2ccc(F)cc2)c1=O)N1CCc2ccccc2C1	-6
O=C(N/N=C\c1ccc(Cl)cc1Cl)c1n[nH]c2c1CCC2	-12
CCc1ccc(S(=O)(=O)NN=Cc2cn(CC(N)=O)c3ccccc23)cc1	-10
O=C(c1ccc(Br)o1)N1N=C(c2ccc(Br)cc2)CC1c1nn(-c2ccccc2)cc1-c1ccccc1 (stereo unspecified)	-1
COc1ccc2nc(-c3ccc(Cl)c(NC(=O)c4ccco4)c3)cn2n1	2
CN(C)c1ccc(/C=N\NC(=O)CCCOc2ccc(Cl)cc2Cl)cc1	-7
CC(C)S(=O)(=O)c1ccc(CC(=O)NCC2CCN(C(=O)c3ccoc3)CC2)cc1	-6
O=C(c1ccoc1)N1CCc2ncncc2C1	4
Cc1cc(C(=O)Nc2ccccc2S(C)(=O)=O)n(C)n1	-6
COc1ccc(-n2c(C)nc3ccc(NC(=O)Nc4cccc(Cl)c4C)cc3c2=O)cc1	14
COc1ccc2c(c1)CCC[C@@]2(O)CNC(=O)c1ccccc1C(F)(F)F	5
CC1=C(C(=S)Nc2ccccc2)C(c2ccccc2)NC(=O)N1 (stereo unspecified)	-5
O=C(NCCN1CCN(c2ccccc2)CC1)C1CCCC1	-16
O=S(=O)(/C=C/c1ccccc1)Nc1ccsc1-c1nc(C2CC2)no1	-15
COCCNC[C@H](O)Cn1c2ccc(Cl)cc2c2cc(Cl)ccc21	-15
Cc1cc(C(N)=NOC(=O)Nc2cccc(C(F)(F)F)c2)no1	-8
Cc1cccc2sc(N(CCCN3CCOCC3)C(=O)/C=C/c3cccs3)nc12	-28
CC(C)n1cnc(S(=O)(=O)N2CC(Oc3nccs3)C2)c1	-7
O=C1C2CCCN2C(c2ccncc2)N1c1cccc(Cl)c1 (stereo unspecified)	0
Cc1cc(Cl)cc2sc(NCC3CCCO3)nc12 (stereo unspecified)	4
C=CCSC(N)=NN=Cc1cc(Br)cc([N+](=O)[O-])c1O	2
O=C(NCCC(O)c1cccc2ccccc12)C(=O)NCC(F)(F)F (stereo unspecified)	-5
CC(C)C(=O)Nc1ccc(S(=O)(=O)NCCOc2ccc(F)cc2)cc1	4
CC(=NNC(=S)NCCc1ccccc1)c1cccs1	8
O=C(c1ccc2[nH]ccc2c1)N1CCSC(c2ccccc2)CC1 (stereo unspecified)	-22
O=C(c1cc(Br)cs1)N1CCC(c2ccc3c(c2)OCO3)C1 (stereo unspecified)	-3
Cc1ccc(OCC(=O)NN=C2SCC(=O)N2Cc2ccccc2)cc1	-12
COc1cccc(CSc2nc(C)c(CC(=O)NCc3ccco3)c(=O)[nH]2)c1	-11
Cc1cccc(NC(=O)CS(=O)c2ncc(-c3ccc(Cl)cc3)n2C)c1C (stereo unspecified)	12
COc1cccc2cc(-c3nnc(NC(=O)c4nc5ccccc5s4)o3)oc12	12
O=C(NCCn1nc(-c2ccncc2)c2c1CCCC2)c1ccco1	0
Cc1cc(C(=O)N(Cc2ccccn2)c2nc3c(C)cc(Cl)cc3s2)c(C)o1	-8
COc1cc2ccccc2cc1C(=O)Nc1nnc(-c2ccco2)o1	-2
Cc1ccc(S(=O)(=O)NNC(=O)COc2ccc(Br)cc2)cc1	-1
CC(=O)c1ccc(OC2OC3COC(c4cccc(Br)c4)OC3C(O)C2O)cc1 (stereo unspecified)	-5
CCOc1ccc(N2CC(NC(=O)Nc3ncccc3C)CC2=O)cc1 (stereo unspecified)	-1
COc1ccc(N(C)c2nnc(-c3ccc(NC(=O)C(=O)NCc4ccco4)cc3)s2)cc1	-3
CC(C)(C)C1=CC2(O)OCCN(CCO)C2=CC1=O (stereo unspecified)	22
COc1cccc2cc(C(=O)NCc3cccnc3-c3cccs3)oc12	7
CC(=O)c1cccc(NC(=O)c2ccc(N3CCCCC3)nn2)c1	-12
COc1cc(C)ccc1OCC(=O)N1CCN(c2ccc3nnc(C)n3n2)CC1	4
Cc1ccc(NC(=O)Cn2c(=O)n(CCC(=O)NCc3ccco3)c(=O)c3ccccc32)c(Cl)c1	-6

(cont.)
SMILES	SSB-PriA inh
O=C(Nc1ccc(SCC(=O)N2CCCc3ccccc32)nn1)c1ccco1	5
O=C(CSc1nnc(-c2ccncc2)n1-c1ccccc1)Nc1ncccn1	-1
O=C(Cc1cc(-c2ccc3c(c2)OCO3)on1)NCc1ccccc1Cl	-1
O=C(O)c1cccc(NC(=S)NN=Cc2ccccc2OCc2cccc(Br)c2)c1	12
Cc1cc(NC(=O)COc2ccccc2F)n(C2CCS(=O)(=O)C2)n1 (stereo unspecified)	-9
CC(=NNC(=O)c1nn(C)c(C)c1Br)c1ccc(NC(=O)C2CCCC2)cc1	3
C/C(=N/NC(=O)c1cc(-c2ccc3c4c(cccc24)CC3)n[nH]1)c1ccc([N+](=O)[O-])cc1	-12
COc1ccc(C(=O)NCCOc2ccc3nnc(-c4ccc(OC)c(OC)c4)n3n2)cc1	2
O=C(/C=C\c1ccc2c(c1)OCO2)Nc1nc(-c2cccnc2)cs1	-6
O=C(Cc1ccc2c(c1)OCO2)N1CCCC(Cc2nc(-c3ccsc3)no2)C1 (stereo unspecified)	-18
O=C(CNC(=O)c1ccc(S(=O)(=O)N2CCCC2)cc1)NN=Cc1ccc(F)cc1	5
CCOC(=O)Cc1csc(NC(=O)C2CCN(c3ccc(-c4ccc(OC)cc4)nn3)CC2)n1	-3
COc1cccc(COC(=O)c2nnn(-c3ccccc3OC)c2C)c1	-5
Cc1cc(C(=O)NN=Cc2ccc(-c3cccc([N+](=O)[O-])c3)o2)n[nH]1	-2
CC(C(=O)Nc1nc(-c2ccccn2)cs1)N1NC2=CCCC2=CC1=O (stereo unspecified)	95*
CC(O)=C(C#N)c1nc2ccccc2n1C	-9
O=C(CN1C(=O)CCC1=O)Nc1nnc(-c2cc(Cl)ccc2Cl)o1	4
O=C(c1ccc(Br)o1)N1CCN(CC(O)C2CC2)CC1 (stereo unspecified)	-23
Cn1nc(CNS(=O)(=O)C2CC2)c2c1CCOC2	-1
CS(=O)(=O)c1ccc(-c2ccc(NS(=O)(=O)c3ccccc3[N+](=O)[O-])cc2)nn1	11
O=C(COc1ccccc1F)NNC(=O)c1ccc(=O)n(Cc2ccc(Cl)cc2)c1	-3
CCN(CC)CCCNC(=O)c1nnc2n(c1=O)CCN2c1ccc(OC)cc1	-2
O=C(Nc1nnc(-c2cc3ccccc3o2)o1)c1cc2ccccc2oc1=O	5
Cc1sc2ncnc(Nc3ccccc3F)c2c1C	-2
Cn1cc(C=NNC(=O)c2cccs2)c2ccccc21	-15
Cc1cccc(CC2SC(=N)NC2=O)c1 (stereo unspecified)	-5
Cc1ccc(OCc2occc2C(=O)Nc2ccc(S(N)(=O)=O)cc2)cc1	-2
Cn1nc(CNC(=O)c2ccc(Cl)s2)cc1C1CC1	2
CCS(=O)(=O)N1CCN(Cc2cnc3ccccn23)CC1	-2
COc1ccc(C=NNC(=O)c2cccc(OC(F)(F)C(F)F)c2)cc1O	2
O=C(Nc1nc2ccc3ccccc3c2s1)C1CC1	1&5
N#Cc1nccnc1N1CCC(CNC(=O)c2nc3ccccc3s2)CC1	1
Cn1nc(C(F)(F)F)c(C=NOC(=O)c2ccccc2Cl)c1SCc1ccccc1Cl	-8
COc1cccc(CCNC(=O)Cc2csc(NC(=O)c3ccc[nH]c3=O)n2)c1	6
O=C(/C=C/c1ccco1)NCC(=O)NN=Cc1ccc(Cl)cc1	7
COc1ccccc1C(=O)NNc1nnc(Cc2ccc(C)cc2)c(=O)[nH]1	-1
COc1ccc(C(=O)/C=C/c2ccc(-c3ccc(F)cc3)o2)cc1	8
COC(=O)c1sc2ccccc2c1NC(=O)c1ccc([N+](=O)[O-])o1	-5
O=C(NCc1ccccn1)C1CCCN(c2ccc(-c3ccc(F)cc3)nn2)C1 (stereo unspecified)	11
CC(C)NC(=O)CCCCn1c(=O)c2ccccc2n(Cc2ccccc2Cl)c1=O	-15
Cc1oncc1C(=O)N1CCO[C@H](c2ccccc2)C1	-5
CCN(CC)c1ccc(C=NNC(=O)CNC(=O)c2cccnc2)cc1	-4
O=C(NC1CCN(c2ccccn2)C1)c1cncc(Br)c1 (stereo unspecified)	-18
O=c1oc2ccccc2cc1-c1csc(Nc2nc3cc4c(cc3s2)OCO4)n1	-12
CC(=O)Nc1cccc(NC(=O)CSC2=Nc3cccnc3Nc3ccccc32)c1	-8&6
O=C(c1c[nH]c2ccccc12)N1CCN(CC(O)C2CC2)CC1 (stereo unspecified)	-8
COc1ccc(CCS(=O)(=O)NCC2(c3cccs3)CCCC2)cc1	-15
COc1ccc(NC(=O)C(C)Oc2ccc(F)cc2)c(OC)c1 (stereo unspecified)	-13
Cc1ccc(-n2c(C)cc(C(=O)CSc3ncnc4sc5c(c34)CCC5)c2C)cc1C	2
S=C1SCN(CCc2ccccc2)CN1Cc1ccccc1	-19
CCC(=O)OCc1cnc(C)c2oc(=O)c(-c3nc(-c4ccccc4F)no3)cc12	-15
CCOC(=O)CCC(=O)N1CCC(c2nnc(-c3ccco3)s2)CC1	-3
Cc1cccc2sc(NNC(=O)c3ccco3)nc12	28
CCc1nnc2c(=O)n(-c3ccc(OC)c(Cl)c3)ccn12	-4
Cc1cc(Cl)ccc1OCC(=O)Oc1ccc(/C=N\NC(=O)c2ccccc2Br)cc1	8
CS(=O)(=O)C1CCN(C(=O)c2cc(=O)c3ccccc3o2)CC1	-4
COc1ccc(S(=O)(=O)NCC2CCN(Cc3ccccc3)CC2)cc1F	-8
CN(C)C=Nc1sc2c(c1C#N)CC(C)(C)NC2(C)C	-10
Cc1cc(C)c2nc(NC(=O)c3cccs3)sc2c1	-13
Cc1cc(OC2CN(S(=O)(=O)c3ccc4c(c3)OCCO4)C2)cc(=O)o1	-11

Next part.
SMILES	SSB-PriA inh
O=C(NCC1CCN(C(=O)c2cc3ccccc3o2)CC1)C(=O)Nc1cccc(C(F)(F)F)c1	-16
CCOc1cnc(C(=O)NN=C(N)N)o1	-7
O=C(CSc1ccc(-c2ccccn2)nn1)Nc1ccc(C(F)(F)F)cc1	28
COc1ccc(CC(=O)Nc2nnc(SCC(=O)Nc3ccccc3F)s2)cc1	2
COc1ccc(-c2ccc(N3CCN(S(=O)(=O)/C=C\c4ccccc4)CC3)nn2)cc1	-23
COc1ccc(NN=C(C(C)=O)N2CCCc3ccccc32)cc1	37
O=C(CN1CCN(c2ccc(Cl)cc2)CC1)Nc1ccc(Br)cc1	-9&-9
O=C(NCCn1ncc2c(=O)n(Cc3ccc([N+](=O)[O-])cc3)cnc21)C1CCCC1	-11
Cc1ccc(S(=O)(=O)NCCC(=O)N/N=C\c2ccco2)cc1	4
CS(=O)(=O)N1CC(C(=O)NCCc2ccncc2)C1	-8
O=C(c1ccccc1)c1ccc(OC[C@@H](O)CN2CCN(c3ccc(F)cc3)CC2)cc1	-1

Assay outcomes: PubChem, Small Molecule Screening Facility, UW Madison
